Source: PubChem BioAssay
STAT1 inh: inhibitors of IFN-gamma induced STAT1 signaling; NIH 3T3 STAT1-luciferase reporter, luminescence; inhibition, % at 5.5 µM; hit rate 0.35% among 200,000; AID 920;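 active = inhibition above a set limit, the mean inhibition across all tested compounds plus 3 SD, cut at about 34% in these data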;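 also: 0% = IFN-gamma with DMSO and 100% = IFN-gamma with 300 µM nifuroxazide; values of inactives mirror those of a sister screen read the other way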
PPARg SRC-2 ag: promotes SRC-2 coactivator recruitment by human PPARgamma | PPARgamma LBD-SRC-2 recruitment, biochemical | activation, % at 8 µM | hit rate 0.34% among 200,000 | AID 1032; in the data active = activation above about 22%;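 also: 0% = vehicle and 100% = reference agonist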
STAT3 act: activators of IL-6 induced STAT3 signaling | AID 871 | hit rate 0.91% among 190,000 | activation (% of control), % at 5.6 µM | U3A cells, IL-6 STAT3-luciferase reporter, luminescence; 100% = signal with IL-6 EC80 alone;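 active = activation above the screen-wide mean of compound activation plus 3 SD, cut at about 130% in these data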;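 also: 0% = background luminescence of wells with medium and substrate only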
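Test system: human U3A cells carrying STAT3-luciferase construct; control set: IL-6-only wells as 100% reference; timing: compound pre-incubation 1 h before IL-6, then 6 h stimulation at 37 °C; also added: IL-6 stimulus at 33 ng/mL final; evaluation: % activation versus median of IL-6-stimulated wells; detection: reporter luminescence signal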
ROMK primary: human ROMK K+ channel modulation, primary screen. P48048. Tet-inducible ROMK, thallium flux fluorescence; actives lie on both sides. B-score at 10 µM. hit rate 2% among 130,000. AID 1918;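 active = signal ratio slope over the read window, or its plate-corrected B-score, at least 3 SD from the plate mean, either direction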;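 also: B-score of the F/F0 ratio slope over 7 to 12 s after thallium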
RAM network inh: blocks the yeast RAM network; S. cerevisiae dse1pr::URA3 reporter, 5-FOA growth OD615, 2 d; analog-sensitive cbk1-as2 kinase mutant strain; inhibition, % at 50 µM; hit rate 1.8% among 190,000;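 active = inhibition above a set limit, 3 SD over mean compound inhibition, cut at about 8.4% in these data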;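 also: 0% = DMSO-only wells with no growth and 100% = 10 µM 1-NA-PP1 full growth; inhibition rescues growth on 5-FOA so higher OD means more RAM inhibition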
STAT3 inh: STAT3 signaling inhibition. U3A cells, IL-6 STAT3-luciferase reporter, luminescence; host cell line lacks STAT1. inhibition, % at 5.5 µM. hit rate 0.89% among 190,000. AID 862;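 active = inhibition above the mean inhibition across all screened compounds plus 3 SD, cut at about 44% in these data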;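 also: 0% = DMSO only wells and 100% = 100 µM nifuroxazide control wells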
PPARg SRC3 recr: PPARgamma-driven SRC-3 recruitment agonism; P37231; biochemical PPARgamma/SRC-3 coactivator recruitment assay; activation, % at 8 µM; hit rate 0.26% among 200,000; in the data active = activation above about 23%;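 also: 0% = DMSO and 100% = reference agonist; some compounds past the cut are filed as inactive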
TLR4 MyD88 comp: blocks binding of human TLR4 to MyD88; O00206+Q99836; HeLa CL3-4 TLR4/MyD88 BLA complementation, FRET ratio; inhibition, % at 8.4 µM; hit rate 0.18% among 200,000; AID 861; in the data active = inhibition above about 25%;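 also: 0% = vehicle and 100% = reference inhibitor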
Target sequence (O00206 whole entry, looked up): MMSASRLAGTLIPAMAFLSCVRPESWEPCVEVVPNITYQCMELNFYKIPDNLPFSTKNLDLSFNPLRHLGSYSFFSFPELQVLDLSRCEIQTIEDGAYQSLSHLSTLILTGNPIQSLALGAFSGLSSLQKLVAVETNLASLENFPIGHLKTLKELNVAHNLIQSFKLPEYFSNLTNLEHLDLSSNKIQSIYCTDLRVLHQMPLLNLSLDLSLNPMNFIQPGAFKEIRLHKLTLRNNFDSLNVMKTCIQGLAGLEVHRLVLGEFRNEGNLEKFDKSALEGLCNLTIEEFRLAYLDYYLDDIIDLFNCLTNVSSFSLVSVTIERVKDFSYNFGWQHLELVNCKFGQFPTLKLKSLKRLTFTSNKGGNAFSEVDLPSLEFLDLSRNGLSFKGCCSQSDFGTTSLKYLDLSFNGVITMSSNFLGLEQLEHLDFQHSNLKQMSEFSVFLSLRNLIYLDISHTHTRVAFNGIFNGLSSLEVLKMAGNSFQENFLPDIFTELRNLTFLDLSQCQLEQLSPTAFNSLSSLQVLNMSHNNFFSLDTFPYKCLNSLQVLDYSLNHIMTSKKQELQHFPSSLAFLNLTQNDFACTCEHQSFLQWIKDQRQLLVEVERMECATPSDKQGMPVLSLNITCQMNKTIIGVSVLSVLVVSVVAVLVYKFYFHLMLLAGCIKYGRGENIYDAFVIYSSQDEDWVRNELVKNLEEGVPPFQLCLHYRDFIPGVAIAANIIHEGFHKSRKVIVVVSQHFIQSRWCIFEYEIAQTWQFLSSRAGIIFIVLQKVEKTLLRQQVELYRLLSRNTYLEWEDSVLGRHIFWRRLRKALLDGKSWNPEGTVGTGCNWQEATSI
Target sequence (Q99836 whole entry, looked up): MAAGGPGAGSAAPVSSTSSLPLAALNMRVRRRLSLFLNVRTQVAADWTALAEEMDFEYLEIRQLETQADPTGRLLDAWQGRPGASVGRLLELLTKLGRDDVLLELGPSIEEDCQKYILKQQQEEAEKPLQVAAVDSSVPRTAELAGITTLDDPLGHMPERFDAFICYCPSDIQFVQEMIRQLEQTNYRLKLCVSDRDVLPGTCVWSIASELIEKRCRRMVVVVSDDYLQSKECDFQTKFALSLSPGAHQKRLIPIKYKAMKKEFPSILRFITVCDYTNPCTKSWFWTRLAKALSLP
S1P3 antagonist: antagonists of human S1P3 receptor; inhibition, % at 4.98 µM; AID 485; CHO S1P3 NFAT-BLA reporter, FRET fluorescence, antagonist mode; Q99500; hit rate 0.27% among 170,000;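 active = inhibition above the plate cutoff, the mean inhibition of test wells on that plate plus 3 SD, cut at about 28% in these data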;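 also: cells challenged with S1P at its EC80 of 0.8 µM; blue over green emission ratio from cleaved BLA substrate after 4 h stimulation; 0% = S1P-stimulated wells and 100% = unstimulated DMSO-only wells; some compounds past the cut are filed as inactive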
SRC2 TRFRET art: flags TR-FRET format artefacts in PPARgamma SRC-2 recruitment agonist screen | TR-FRET ratio at 8 µM | AID 1049 | TR-FRET artefact counter-screen; active compounds read high | hit rate 0.4% among 200,000; in the data active = TR-FRET ratio above about 2000; also: inactives centre near 1500
PPARg SRC1 recr: PPARgamma-driven SRC-1 recruitment agonism; activation, % at 8 µM; PPARgamma-SRC-1 coactivator recruitment biochemical assay; hit rate 0.41% among 200,000; P37231; AID 631; in the data active = activation above about 19%;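 also: 0% = DMSO and 100% = reference agonist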
An asterisk follows results filed as active; . = no result given.

SMILES	STAT1 inh	PPARg SRC-2 ag	STAT3 act	ROMK primary	RAM network inh	STAT3 inh	PPARg SRC3 recr	TLR4 MyD88 comp	S1P3 antagonist	SRC2 TRFRET art	PPARg SRC1 recr
CCOC(=O)N1CCC(NCc2c(C(=O)N(C)Cc3ccccc3)nc3ccccn23)CC1	-2	-6	104	0.46	1.7	2	2	-16	1	1700	-1
CSc1nc(-c2ccccc2)c2cc(Cl)ccc2n1	5	0	102	-0.75	4.9	-2	2	15	1	1577	-7
COCCCn1cnc2oc3nc4ccccc4nc3c2c1=O	-45	1	93	0.65	2.2	12	-11	10	-1	1449	-3
CON/C=C(\C=Nc1ccccc1)c1ncc(C(F)(F)F)cc1Cl	-4	0	95	.	6.0	12	3	2	.	1588	-3
COc1ccc(OC)c(CCNC(=O)CN2C(=O)CC(C)(C)S(=O)(=O)c3ccccc32)c1	2	0	107	.	0.8	-4	6	-9	-17	1582	-4
CCCCNC(=O)c1ccccc1C(=O)NCCCC	-1	-2	111	.	0.3	-10	1	-1	-18	1531	-4
c1ccc(-c2ccc(C3=Nn4c(nnc4-c4cc(-c5ccccc5)n[nH]4)SC3)cc2)cc1	-5	-6	106	.	4.2	-4	2	2	.	1513	8
CCCN1Cc2cccc(C(=O)NC(C)c3cccs3)c2C1=O (stereo unspecified)	7	15	100	.	1.8	2	12	-19	.	1507	7
COc1ccc(CNC(=O)C2CCN(c3nccs3)CC2)cc1	1	7	100	0.076	2.1	4	-2	-15	-13	1652	0
CCc1[nH]c(=O)[nH]c1C(C)S(=O)(=O)c1ccc(C)cc1 (stereo unspecified)	10	5	94	-0.17	0.7	9	7	-5	-12	1616	9
CCN(Cc1ccccc1)S(=O)(=O)c1ccc(S(=O)(=O)N2CCN(C)CC2)cc1	-1	9	99	0.87	0.8	2	11	-6	-7	1436	1
O=C(CCS(=O)(=O)c1ccc(Cl)cc1)N1CCN(c2ccccc2F)CC1	-3	-2	95	-1.1	0.0	11	1	0	-4	1594	3
CN(C(=O)c1cnc2n(c1=O)CCS2)C1CCCCC1	-2	5	98	.	1.6	7	7	4	29	1746	3
CCN(CC)S(=O)(=O)c1ccc(NC(=S)NC(=O)C(C)C)cc1	-2	2	101	-0.86	-0.7	-4	8	-6	0	1504	7
CSCCC(NS(=O)(=O)c1ccc2c(c1)oc(=O)n2C)C(=O)NC1CCCc2ccccc21 (stereo unspecified)	10	8	122	.	5.4	-22	-8	7	.	1654	6
CCOC(=O)c1oc2ccccc2c1CN1CCOCC1	0	1	105	.	1.9	-1	4	5	-3	1503	-7
Cc1cc(NC(=O)Nc2ccc(C)c(C)c2)no1	-24	9	88	-0.98	1.0	18	-1	8	-23	1740	2
CCC(OC(=O)C1=Cc2ccccc2OC1)C(=O)NC1CCCC1 (stereo unspecified)	10	11	98	.	1.6	6	12	-6	.	1530	1
CN(C)C(=O)CCCc1nc(-c2ccc(Cl)cc2)no1	-24	16	100	-0.34	1.6	0	11	-8	.	1724	9
Cc1cccc(N2CCN(C(=S)Nc3ccc4nc(N5CCN(C)CC5)cc(C)c4c3)CC2)c1C	-3	5	102	0.28	-1.2	9	3	7	-9	1489	-6

Some of these compounds in order of the S1P3 antagonist value, falling:
Structure,STAT1 inh,PPARg SRC-2 ag,STAT3 act,ROMK primary,RAM network inh,PPARg SRC3 recr,TLR4 MyD88 comp,S1P3 antagonist,PPARg SRC1 recr
CCN(CC)S(=O)(=O)c1ccc(NC(=S)NC(=O)C(C)C)cc1,-2,2,101,-0.86,-0.7,8,-6,0,7
O=C(CCS(=O)(=O)c1ccc(Cl)cc1)N1CCN(c2ccccc2F)CC1,-3,-2,95,-1.1,0.0,1,0,-4,3
CCN(Cc1ccccc1)S(=O)(=O)c1ccc(S(=O)(=O)N2CCN(C)CC2)cc1,-1,9,99,0.87,0.8,11,-6,-7,1

Next part
SMILES	STAT1 inh	PPARg SRC-2 ag	STAT3 act	ROMK primary	RAM network inh	STAT3 inh	PPARg SRC3 recr	TLR4 MyD88 comp	S1P3 antagonist	SRC2 TRFRET art	PPARg SRC1 recr
CC(CCc1ccccc1)NC(=O)c1ccc(Br)o1 (stereo unspecified)	3	1	102	.	-0.3	2	4	1	0	1540	4
COc1ccc(NC(C)=O)cc1NC(=O)c1ccc2ccccc2c1	2	3	98	-1.3	2.4	5	0	-4	-1	1784	9
CCOc1ccccc1NC(=O)CC(O)(C(F)(F)F)C(F)(F)F	2	8	96	-0.49	-0.5	9	9	-6	.	1532	-4
COCc1nnc(NS(=O)(=O)c2c(C)cc(C)cc2C)s1	5	7	97	0.061	-0.1	9	5	-1	.	1585	4
O=C(O)CSc1nnc(-c2cccnc2)n1Cc1ccccc1	-1	2	105	.	0.3	1	2	1	-20	1653	2
O=c1c(Cl)c2oc3ccccc3nc-2c2ccccc12	1	9	120	-0.31	1.8	-23	5	-3	-1	1884	11
N/C(=N\OC(=O)COc1ccc2ccccc2c1)c1ccncc1	-3	6	88	0.16	1.8	20	5	-16	3	1631	3
COc1cc([N+](=O)[O-])ccc1NC(=O)CSc1nccn1C	-7	2	94	-0.6	0.8	12	3	-1	-8	1693	6
COC(=O)c1ccccc1NC(=S)NC(=O)c1ccccc1	-8	1	97	.	0.9	4	-1	-3	.	1389	0
C=CC(=O)NC(C)(C)CCN1CCOCC1	5	6	96	.	3.5	6	1	-3	-14	1455	3
CCOC(=O)CCNCC1COc2ccccc2O1 (stereo unspecified)	4	10	95	0.36	-1.1	10	0	2	-28	1574	10
CCn1cc(S(=O)(=O)CC(=O)Nc2ccc(C)cc2)c2ccccc21	12	2	103	.	1.3	2	0	1	.	1467	-2
COc1ccccc1CC1(C)NC(=O)N(CC(=O)N2CCc3ccccc3C2)C1=O (stereo unspecified)	-6	12	96	.	-0.1	14	4	-8	10	1631	0
O=C1N=C(N2CCN(c3cccc4ccccc34)CC2)S/C1=C/c1cccs1	1	-6	104	.	5.7	4	-11	0	.	1402	9
Cc1ccc(Cl)cc1N1CCN(CC(=O)Nc2ccc(CN3CCCCC3)cc2)CC1	-4	3	100	-4.6*	0.0	4	6	15	.	1424	-4
Cc1nn(Cc2cccc(C(=O)Nc3ccn(Cc4ccccc4F)n3)c2)c(C)c1[N+](=O)[O-]	2	7	85	-0.69	2.1	23	-3	5	.	1423	11
O=C(Nc1ccc(-c2nc3ccccc3s2)c(OC(=O)c2ccccc2)c1)c1ccccc1	-1	9	102	.	6.4	-4	6	1	-6	1448	2
O=C(CN1C(=O)C2CC=CCC2C1=O)OCc1cc(=O)n2cc(Br)ccc2n1 (stereo unspecified)	5	3	97	0.68	-0.5	7	4	5	-29	1710	4
CCOC(=O)c1cc(CC)sc1NC(=O)COC(=O)c1cc[n+]([O-])cc1	-2	12	106	0.36	-0.4	-3	6	8	-5	1629	8
CCc1ccc(C(=O)Nc2cc3c(cc2Cl)OCCCO3)cc1	-54	7	91	.	0.4	15	12	-14	.	1707	1
O=c1c2ccccc2nc2n1-c1ccccc1CCC2	-7	4	98	.	0.8	5	3	-7	-2	1309	0
CCc1ccc(N=c2c([N+](=O)[O-])nn(-c3ccc4c(c3)OCCO4)n2O)cc1	-8	-4	89	0.25	6.1	16	3	-9	-12	1441	3
COc1ccc(CC(=O)NCc2cn3ccsc3n2)cc1	-4	-3	96	.	1.8	10	8	14	2	1449	8
O=C(N/N=C/c1ccco1)c1cc(C2CC2)nc2ccccc12	2	9	96	.	2.7	4	4	-5	1	1691	2
CSc1nc(N(C)C)nc(N2CC(=O)N(CCNS(=O)(=O)c3ccc(C)cc3)C2=N)n1	-5	7	102	-2.1	2.8	-2	4	2	-8	1481	-1
COc1ccc(OC)c(NC(=O)C2CCCC2)c1	0	-5	104	.	0.7	-3	-8	-2	2	1325	-9
CC(C)S(=O)(=O)N1CCCC(C(=O)c2cccc(Cl)c2)C1 (stereo unspecified)	4	9	98	-0.72	-0.7	8	4	-6	5	1693	11
O=C(Oc1cccc([N+](=O)[O-])c1)c1cc(-c2ccccc2)nc2ccccc12	7	10	101	.	6.5	5	6	-5	.	1793	-1
O=C1c2ccccc2C(=O)N1Cc1cc(-c2ccc(Cl)cc2)no1	-10	-5	107	.	.	-3	-2	11	.	1590	-5
Cc1ccc(Sc2c(C=O)c3ccccc3n2C)cc1	11	9	157*	.	2.3	-63	-1	1	.	1743	7
CCn1ncc(Br)c1C(=O)Nc1cc([N+](=O)[O-])ccc1C	-3	-4	98	-0.43	1.9	7	-2	0	8	1565	0
CC(C)(CO)NCC(O)COc1ccc2c(c1)CCC2 (stereo unspecified)	-8	4	96	0.1	0.0	8	-3	10	-2	1528	0
O=C(COC(=O)Cn1cnc2ccccc2c1=O)NCCC1=CCCCC1	-7	-1	113	-0.3	1.2	-10	-3	-18	-8	1961	-1
O=C(c1ccc(Br)o1)N1CCN(C/C=C/c2ccccc2)CC1	4	0	96	.	1.9	7	-29	4	8	1505	-2
Cc1cccc(N2C(=O)CC(N3CCC(c4nc5ccccc5[nH]4)CC3)C2=O)c1 (stereo unspecified)	19	-4	104	-0.16	1.1	-4	0	-11	.	1811	-2
Cc1ccc(C)c(SCC(=O)OCC(=O)NCc2ccccc2)c1	-9	5	107	0.26	1.0	-6	2	-16	-13	1597	3
COc1ccccc1NC(=O)C(C/C=C(/C)Cl)C(C)=O (stereo unspecified)	7	12	88	.	-0.4	17	8	-7	.	1810	5
CC1=C(C)CC(C(=O)c2ccccc2)C(C(=O)O)C1 (stereo unspecified)	-9	-12	102	.	-0.5	3	-10	9	-44	1652	-1
C=CCn1c(/N=C/c2ccc(N(C)C)cc2)nc2ccccc21	4	-8	95	.	-0.6	9	-2	4	-65	1434	4
O=C(O)c1cccc(NC(=O)C2C3C=CC(C3)C2C(=O)O)c1 (stereo unspecified)	-3	-3	97	.	2.0	5	-5	-2	.	1414	-3
O=C(N1CCN(Cc2ccccc2)CC1)C12CC3CC(CC(C3)C1)C2	-3	5	115	-0.96	2.2	-15	-5	3	-1	1642	2
Cc1nnc(SCc2ccc([N+](=O)[O-])cc2)o1	0	12	88	-0.26	0.7	19	-1	6	-2	1500	3
Cc1nc(CS(=O)(=O)c2ccccc2)cc(Sc2ccc(Cl)cc2)n1	-9	8	114	.	2.0	-14	-4	3	.	1496	2
CCOC(=O)COc1cnc2ccccc2n1	-5	-2	101	0.6	0.1	3	-1	-9	-11	1420	-6
CCOC(=O)COc1ccc(/C=C/[N+](=O)[O-])c(OCC(=O)OCC)c1	-6	7	101	-0.49	4.1	6	3	11	.	1613	3
O=C(NCc1ccccn1)C1C2C=CC(C2)C1C(=O)Nc1ccc(F)cc1 (stereo unspecified)	-2	0	99	-0.44	-0.9	3	-4	-1	.	1513	-1
CCCN1C(=O)SC(CC(=O)Nc2ccccc2)C1=O (stereo unspecified)	2	-9	99	-0.56	0.6	6	-5	-6	2	1577	5
